# Screens as filed in PubChem BioAssay.
# PAFAH1B2 inh: PAFAH1B2 enzyme inhibitors, primary screen, biochemical, fluorescence polarization, human; Platelet-activating factor acetylhydrolase IB subunit alpha2 (Homo sapiens), P68402; recombinant PAFAH1B2, FP-rhodamine activity probe; inhibition, % at 3.39 µM; 340,000 tested, 1.2% active; AID 492953, 2010;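 active means inhibition above the mean of all tested compounds plus 3 SD, cut at about 24% in these data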;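 further: 0% = enzyme with DMSO and 100% = wells lacking PAFAH1B2; many of its hits are not listed in these tables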
# LYPLA1 inh: LYPLA1 inhibitors, primary screen, counter-screen for PME1 inhibitor project, biochemical, fluorescence polarization, FP-Rh probe ABPP; Acyl-protein thioesterase 1 (Homo sapiens), O75608; inhibition, % at 5.9 µM; 320,000 tested, 0.16% active; recombinant LYPLA1;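 active means inhibition above the mean of all tested compounds plus 3 SD, set per campaign, cut at about 14% in these data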;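 further: inhibitors block serine hydrolase probe labeling of LYPLA1 so polarization falls; 0% = enzyme with DMSO and 100% = wells lacking LYPLA1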
# pPAFAH inh: pPAFAH enzyme inhibitors, primary screen, biochemical, fluorescence polarization, human. recombinant pPAFAH, FP-rhodamine probe fluorescence polarization. 330,000 tested, 1.5% active. inhibition, % at 3.39 µM;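 active means inhibition above the mean inhibition across the screen plus 3 SD, cut at about 25% in these data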;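 further: inhibitors block binding of the rhodamine activity-based probe so polarization drops; 0% = enzyme with DMSO and 100% = wells lacking pPAFAH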
# GSTO1 inh: inhibitors of recombinant GSTO1, primary screen, counter-screen for RBBP9 inhibitor project, biochemical, fluorescence polarization. Glutathione S-transferase omega-1 (Homo sapiens), P78417. activity-based probe fluorescence polarization. inhibition, % at 5.96 µM. 300,000 tested, 1.1% active. AID 1974, 2009;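 active means inhibition above the campaign mean inhibition plus 3 SD, cut at about 35% in these data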;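 further: 0% = GSTO1-1 with DMSO and 100% = wells lacking GSTO1-1 enzyme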
# PME-1 inh: PME-1 inhibitors via competitive probe labeling, primary screen, biochemical, fluorescence polarization, FP-Rh probe, HTS | Protein phosphatase methylesterase 1 (Homo sapiens), Q9Y570 | recombinant PME-1 | inhibition, % at 5.9 µM | 320,000 tested, 0.53% active;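 active means inhibition above the campaign mean of all compounds plus 3 SD, cut at about 26% in these data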;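 further: competitive labeling of PME-1 active site by serine hydrolase directed probe; 0% = PME-1 with DMSO and 100% = wells lacking PME-1 enzyme; inhibitors block probe labeling so polarization falls and inhibition rises; many of its hits are not listed in these tables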
# Target sequence (Q9Y570 whole entry, looked up): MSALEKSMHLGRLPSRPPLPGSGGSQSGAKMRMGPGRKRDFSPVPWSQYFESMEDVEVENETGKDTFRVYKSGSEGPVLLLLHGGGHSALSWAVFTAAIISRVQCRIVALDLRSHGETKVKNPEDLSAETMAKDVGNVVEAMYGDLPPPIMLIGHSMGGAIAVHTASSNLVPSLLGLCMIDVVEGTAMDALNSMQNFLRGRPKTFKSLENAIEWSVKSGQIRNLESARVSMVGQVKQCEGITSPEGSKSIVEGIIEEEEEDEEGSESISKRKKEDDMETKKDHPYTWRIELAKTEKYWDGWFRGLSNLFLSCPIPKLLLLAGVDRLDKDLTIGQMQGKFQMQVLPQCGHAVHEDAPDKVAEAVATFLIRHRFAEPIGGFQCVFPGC
# PAD4 FP inh: human PAD4 inhibitors, primary screen, biochemical, fluorescence polarization, 1536-well format; Protein-arginine deiminase type-4 (Homo sapiens), Q9UM07; recombinant PAD4, RCA probe fluorescence polarization; inhibition, % at 6.36 µM; 330,000 tested, 0.41% active;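 active means percent inhibition above a cutoff equal to the mean of all tested compounds plus 3 SD, cut at about 15% in these data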;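 further: 0% = PAD4 with RCA probe and DMSO and 100% = probe without PAD4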
# Target sequence (Q9UM07 whole entry, looked up): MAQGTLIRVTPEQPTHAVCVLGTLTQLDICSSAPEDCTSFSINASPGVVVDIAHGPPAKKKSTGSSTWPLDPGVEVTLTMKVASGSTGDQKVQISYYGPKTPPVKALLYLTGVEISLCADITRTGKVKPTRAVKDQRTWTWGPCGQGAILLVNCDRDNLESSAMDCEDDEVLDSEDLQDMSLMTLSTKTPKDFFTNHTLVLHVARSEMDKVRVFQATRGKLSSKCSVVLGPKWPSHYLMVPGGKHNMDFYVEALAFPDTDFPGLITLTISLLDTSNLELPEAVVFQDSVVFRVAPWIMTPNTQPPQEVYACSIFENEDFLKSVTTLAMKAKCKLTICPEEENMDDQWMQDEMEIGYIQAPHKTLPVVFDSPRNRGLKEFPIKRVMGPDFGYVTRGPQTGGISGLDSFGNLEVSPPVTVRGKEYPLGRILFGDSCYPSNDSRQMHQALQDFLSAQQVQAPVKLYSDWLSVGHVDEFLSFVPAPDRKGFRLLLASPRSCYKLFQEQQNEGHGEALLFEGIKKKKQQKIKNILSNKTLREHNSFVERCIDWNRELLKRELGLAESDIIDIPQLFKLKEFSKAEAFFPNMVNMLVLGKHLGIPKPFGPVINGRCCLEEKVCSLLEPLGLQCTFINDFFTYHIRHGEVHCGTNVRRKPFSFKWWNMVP
# LYPLA2 inh: LYPLA2 inhibitors, primary screen, counter-screen for PME1 inhibitor project, biochemical, fluorescence polarization, FP-Rh probe ABPP. Acyl-protein thioesterase 2 (Homo sapiens), O95372. recombinant LYPLA2. inhibition, % at 5.9 µM. 320,000 tested, 0.38% active;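 active means inhibition above the screen-wide mean plus 3 SD, limit set per campaign, cut at about 26% in these data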;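 further: 0% = LYPLA2 with DMSO and 100% = wells lacking LYPLA2 enzyme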
# PAFAH1B3 inh: PAFAH1B3 enzyme inhibitors, primary screen, biochemical, fluorescence polarization, human; Platelet-activating factor acetylhydrolase IB subunit alpha1 (Homo sapiens), Q15102; recombinant PAFAH1B3, FP-rhodamine probe; inhibition, % at 3.39 µM; 340,000 tested, 0.28% active;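 active means inhibition above the screen-wide average of all tested compounds plus 3 SD, cut at about 25% in these data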;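 further: 0% = enzyme with DMSO only and 100% = wells lacking PAFAH1B3 protein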
# PAFAH2 inh: PAFAH2 enzyme inhibitors, primary screen, biochemical, fluorescence polarization, human; Platelet-activating factor acetylhydrolase 2, cytoplasmic (Homo sapiens), Q99487; recombinant PAFAH2, FP-rhodamine activity probe; inhibition, % at 3.39 µM; 340,000 tested, 0.99% active;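 active means inhibition above the mean over all tested compounds plus 3 SD, cut at about 30% in these data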;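 further: inhibitors block probe labeling of enzyme so polarization drops; 0% = enzyme with DMSO and 100% = wells lacking PAFAH2 protein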
# * marks the source's active call; other numbers are inactive results; / = no result given.
SMILES,PAFAH1B2 inh,LYPLA1 inh,pPAFAH inh,GSTO1 inh,PME-1 inh,PAD4 FP inh,LYPLA2 inh,PAFAH1B3 inh,PAFAH2 inh
CC(=O)OCCSc1c(-c2ccccc2)c2cc(Cl)ccc2[nH]c1=O,1.5,-3.8,7.1,4.5,6.6,0.4,0.6,13.7,-0.8
CCOc1ccc(CCNc2nc3c(c(=O)n(C)c(=O)n3C)n2CC)cc1OCC,0.8,-1.7,5.2,-3.1,-5.8,-0.6,-0.7,3.8,7.2
CCN(C(=O)c1cc(S(=O)(=O)N2CCCC2)ccc1C)C1CCS(=O)(=O)C1 (stereo not given),0.4,1.4,1.8,/,-0.2,-6.1,2.1,1.8,-7.3
O=C(Nc1ccc(F)cc1)c1ccc2c(=O)n3c(nc2c1)CCCCC3,6.0,-1.1,3.5,-1.0,-3.3,-1.6,-4.2,1.3,-7.1
Cc1ccc(NC(=S)N(C)C)cc1C,/,6.8,2.2,10.3,-6.0,-4.3,5.9,/,/
O=C1CC(C(=O)N2CCN(c3ccccc3O)CC2)CN1Cc1ccccc1 (stereo not given),-0.3,0.8,7.5,-8.2,3.5,-0.2,-2.4,8.9,-2.8
COc1ccc(Nc2nc(N)c(C(=O)c3ccc(OC)cc3)s2)cc1,5.7,2.9,26.0*,-7.2,22.9,-4.0,10.5,-19.4,6.4
Cc1cccc(NC(=O)COC(=O)c2ccc(C)c(S(=O)(=O)N3CCCCC3)c2)c1,4.6,-13.5,18.6,/,2.1,-7.3,-25.2,3.9,42.4*
CC(CC(=O)Nc1cccnc1)c1ccccc1 (stereo not given),2.6,3.9,-3.1,-2.7,2.7,0.6,1.2,-3.3,-0.5
Cc1ccsc1C(=O)C1CCCN(Cc2cc(F)ccc2-n2cccn2)C1 (stereo not given),2.6,3.8,6.7,5.1,1.4,-0.8,2.7,-0.8,-1.0
CC1(C)CC(=O)C(CC(=O)N2CCC(Cc3ccccc3)CC2)C(=O)C1,5.6,0.2,0.8,-1.1,3.8,-3.2,11.2,1.5,-5.3
CCOC(=O)c1ccc(NS(=O)(=O)c2cnc[nH]2)cc1,-2.9,-1.3,2.7,3.5,1.2,-0.7,1.8,3.1,-7.4
Fc1cccc(F)c1-n1c(CN2CCCCC2)csc1=S,1.9,0.5,-0.6,8.8,-2.6,-2.8,-3.9,4.7,-1.3
COc1cc2c(cc1OC)C(C(=O)NC(C)c1ccccc1)CC(=O)N2 (stereo not given),1.4,0.9,3.0,4.3,4.3,-1.3,3.8,8.3,-2.6
Cc1ccc(C(=O)NCCc2nnc3ccc(NCCCN4CCOCC4)nn23)cc1,3.1,2.7,1.8,4.0,5.1,-4.7,2.6,-3.2,1.7
COc1cc(OC)c(C2C(C(=O)Nc3ccc(C)cc3C)=C(C)Nc3ncnn32)cc1OC (stereo not given),4.9,1.9,-3.4,0.1,-3.2,1.3,7.7,4.1,2.6
Cc1ccccc1NC(=O)CSc1nc2ccccc2o1,2.2,1.9,2.2,0.1,0.7,-0.6,6.6,-0.2,6.0
O=C(NC1CC1)c1ccc(-c2ccccc2)cc1,2.8,2.0,2.5,0.6,-4.6,-0.6,8.9,6.7,0.2
c1ccc(CCNc2ncnc3ccccc23)cc1,-2.2,1.4,2.2,4.2,0.5,2.1,1.1,-0.3,2.5
O=C(O)CC1(CC(=O)Nc2ccccc2C(=O)c2ccccc2)CCCC1,10.0,-1.1,1.1,-8.0,-2.8,1.0,6.8,12.2,-2.9
O=C(CNC(=O)c1ccc(Br)cc1)NCCc1nc2ccccc2[nH]1,11.7,-2.0,6.6,10.7,0.7,-2.4,2.7,-4.1,0.3
O=C(CN1C(=O)S/C(=C\c2ccc(O)cc2)C1=O)c1ccccc1,3.3,-7.1,1.5,7.4,16.8,-2.5,34.9*,8.9,-7.3
N#C/C(=C\c1ccc(-c2ccccc2Cl)o1)C(=O)Nc1nc2ccccc2s1,2.2,-2.3,11.0,1.2,7.3,1.3,-1.0,1.6,6.4
COC(=O)c1ccccc1NS(=O)(=O)c1ccc(Cl)nc1,4.9,2.7,-2.8,-2.9,-5.6,2.4,2.7,3.2,-2.4
Oc1[nH]c2ccccc2c1/C=N/c1nccs1,-6.0,-0.3,-6.1,-32.1,11.4,-6.5,-4.3,5.5,5.1
Cc1ccc(S(=O)(=O)N2CCCCC2)cc1NC(=O)c1ccc2c(c1)OCO2,-4.9,0.9,7.7,-0.6,-0.5,-5.0,-1.2,-2.0,9.8
C/C(=N/NC(=O)CNS(=O)(=O)c1ccccc1)c1ccc(Br)cc1,16.1,-6.1,6.7,-5.5,1.3,2.3,-11.1,6.6,4.5
Cc1nn2c3c(cnc2c1-c1ccccc1)C(=O)CCC3,2.9,0.2,-5.5,1.4,-2.1,-1.9,-3.5,8.2,-4.2
Cn1nnnc1SCc1ccccc1[N+](=O)[O-],0.2,1.7,4.2,0.2,-5.7,3.6,2.6,1.9,-3.7
OCC[C@@H]1C[C@@H](O)[C@H](O)[C@@]2(CCCc3ccccc3O2)O1,-1.9,-0.6,-0.9,-0.2,4.9,-0.5,-2.7,-8.0,-0.9
O=C(c1cc(-c2ccccc2)n[nH]1)N1CCc2c([nH]c3ccccc23)C1c1ccccn1 (stereo not given),-0.9,-11.7,1.2,0.7,3.2,-4.4,-25.6,6.8,-0.8
COC(=O)c1ccc(NC(=O)CNC(=O)C2CCCCC2)c(C)c1,4.2,1.1,5.9,3.0,-6.3,-3.6,0.9,5.6,1.1
COc1cc(NC(=O)CSCC(=O)Nc2cccc(C(F)(F)F)c2)c(Cl)cc1Cl,3.0,-4.3,-2.4,-1.4,-1.5,2.6,-12.3,-1.6,4.5
COc1cccc(C(C(=O)NCC2CCCO2)N(C(=O)Cn2nnc3ccccc32)c2ccc(NC(C)=O)cc2)c1 (stereo not given),5.8,0.8,-0.2,1.9,-0.7,-0.2,8.1,7.7,13.0
COc1ccc(-c2nc3ccc(Cl)cn3c2NC2CCCCC2)cc1SC1CCCCC1,2.8,/,6.3,/,/,-3.8,/,0.3,-7.6
CCCCN(C)C(=O)c1cc2c(s1)-c1ccccc1S(=O)(=O)C2,-2.1,0.1,0.8,-0.6,4.9,-0.5,-6.8,-1.0,0.2
COCCN1CC(C(=O)NCCc2nc(C)c(C)s2)CCC1=O (stereo not given),4.5,0.0,1.8,1.3,-2.8,-1.0,-1.1,10.0,-1.5
COc1cc2c(cc1OC)CN(C(=O)c1cccc(S(=O)(=O)N(C)C)c1)CC2,-2.7,-2.1,1.9,6.5,4.0,-0.2,-0.9,-1.6,-10.4
Cc1nc(Nc2ccc(Br)cc2Br)c([N+](=O)[O-])c(=O)[nH]1,1.7,-4.6,3.3,8.3,0.6,-3.7,-4.0,3.9,5.9
Cn1cccc1C(=O)NC(=O)COC(=O)CNC(=O)CNC(=O)c1ccc(Cl)cc1Cl,7.8,-1.9,7.2,9.0,-1.9,-0.2,0.1,5.9,0.4
CCC(=O)N1CCc2cc(S(=O)(=O)NC(C(=O)NCc3ccccc3)C(C)C)ccc21 (stereo not given),0.8,-2.4,-5.1,4.9,15.1,-2.1,4.9,9.5,7.3
CO/N=C/C(C#N)=C/c1ccc(OC)c(OC)c1,2.3,-1.1,1.8,-5.2,1.1,-5.5,3.8,5.8,-9.5
COc1ccc(CNC(=O)CN(CC2CCCO2)C(=O)CNS(=O)(=O)c2ccc(C)cc2)cc1 (stereo not given),4.9,-4.8,3.3,2.8,-3.0,-5.4,1.8,-2.5,2.5
CCCn1c(N2CCN(CC(=O)c3c[nH]c4ccccc34)CC2)nc2c1c(=O)[nH]c(=O)n2C,-4.2,1.1,1.4,-1.9,-0.1,-3.2,7.3,-0.1,-11.4
CC1CCCC(NC(=O)COC(=O)[C@@H](NC(=O)c2ccco2)C(C)C)C1C (stereo not given in full),2.7,1.5,3.1,-2.2,-1.9,3.2,-1.3,0.7,-0.2
CN(CC(=O)NCC1CCCCC1)S(=O)(=O)c1ccc(F)cc1,4.2,-1.4,2.0,1.6,-2.1,-1.1,1.7,1.5,-1.3
C=CCn1c(SCC(=O)Nc2nc3ccccc3s2)nc(O)c(CC)c1=O,1.5,2.5,6.8,5.3,9.4,11.2,2.5,-0.5,0.6
Cc1cc(C(=O)O)ccc1-c1ccc(CO)o1,3.2,-2.5,-2.4,6.5,-7.9,-1.1,-7.3,8.9,-1.1
CC1(C)CC(=O)C2=C(C1)OC(N)=C(C#N)[C@@]21C(=O)N(CC(N)=O)c2ccccc21,-0.7,0.0,-4.3,-0.3,-2.0,5.2,1.7,-5.1,-2.3
O=S(=O)(NCc1ccccc1)c1ccc(-n2cccn2)cc1,3.8,1.4,1.6,8.0,1.0,4.3,2.3,2.3,9.6
CC(=O)Nc1nc(NC(=O)C(Cl)(Cl)Cl)n(-c2ccccc2)n1,3.0,-0.6,5.2,14.4,2.1,5.7,3.7,7.7,-1.2
CCCc1nnc(NC(=O)c2ccc(S(=O)(=O)N(C)c3ccccc3OC)cc2)s1,2.2,-1.7,0.3,/,4.9,-0.1,0.8,5.0,11.1
CS(=O)(=O)Nc1ccc(C(=O)N2CCN(c3ccccc3)CC2)cc1,5.5,-3.6,1.6,-1.3,-0.7,-1.3,3.4,5.6,-4.8
COC(=O)c1nc(NC(=O)c2ccccc2Cl)n[nH]1,2.6,-0.7,5.2,-4.9,-3.6,1.0,0.3,-1.8,-8.5
Cc1c(C(=O)N2CCN(S(=O)(=O)c3ccccc3F)CC2)oc2c(Cl)cccc12,3.3,-5.5,0.6,/,1.2,-0.5,-2.6,3.1,-0.6
C/C(=N/NC(=O)c1cc(C)[nH]n1)c1ccncc1,6.5,-0.4,2.4,-0.1,-0.8,-0.6,4.8,-0.6,12.5
COc1ccc(C(=O)Nc2cc([N+](=O)[O-])ccc2N2CCCC2)cc1,0.4,-1.9,9.8,11.9,4.6,-3.5,-2.0,8.3,-4.5
CCOc1ccc(OC(=O)c2ccc3c(=O)n4c(nc3c2)CCC4)cc1,-3.2,-9.8,-12.2,-0.9,1.6,3.3,5.2,1.9,-3.7
COc1ccc(N(CC(=O)Nc2ccccc2C)S(=O)(=O)c2ccccc2[N+](=O)[O-])c(OC)c1,3.4,-4.5,22.2,-2.5,-2.5,-8.8,-2.8,3.6,5.4

# Not all compounds are listed; rates above refer to the full screens.
